TAAR1 ag = human TAAR1 agonism | activation, % at 3 µM | AID 624467 | CHO RD-HGA16 TAAR1, Fluo-8 calcium fluorescence; vehicle wells 0%, saturating PEA agonist 100% | actives 0.99% (n = 360,000);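 active = activation above the mean activation of all test compounds in the run plus 3 SD, cut at about 38% in these data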
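Repeats: no replicates (n 1) | Material: CHO-derived RD-HGA16 cells with stable Gα16 and human TAAR1 | Technique: Kinetic Fluo-8 calcium fluorescence | Schedule: 17-24 h seeding, 75 min 37 °C dye, 30 min RT | Evaluation: % activation from peak over basal fluorescence ratio, DMSO-to-PEA scaled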
TAAR1 antagonist = antagonists of human TAAR1; Q96RJ0; CHO RD-HGA16 TAAR1, Fluo-8 calcium fluorescence, antagonist; inhibition, % at 3 µM; actives 1.5% (n = 360,000);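 active = inhibition above a per-plate cutoff, the mean inhibition of test compounds on that plate plus 3 SD, cut at about 49% in these data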;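 also: 0% = DMSO plus EC80 beta-PEA response and 100% = DMSO alone without agonist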
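Assay system: RD-HGA16 CHO cells with stable hTAAR1 and Gα16 / Reagent: EC80 β-phenethylamine stimulus / Doses: 3 µM, single point / Timing: dye loading 75 min at 37 °C, then 30 min room temperature / Measured by: Fluo-8 intracellular calcium dye fluorescence, real-time kinetic reads / Controls: vehicle wells and EC80 agonist wells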
M1 ag = agonists of human M1 muscarinic receptor | P11229 | CHO-K1 hM1, Fluo-8 calcium fluorescence, agonist mode; 0% DMSO, 100% acetylcholine EC100 | activation, % at 3 µM | actives 0.33% (n = 360,000);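 active = activation above the run's mean compound activation plus 3 SD, cut at about 16% in these data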;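 also: peak over basal fluorescence ratio within a 140 s kinetic read after compound addition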
Target sequence (P11229 whole entry, looked up): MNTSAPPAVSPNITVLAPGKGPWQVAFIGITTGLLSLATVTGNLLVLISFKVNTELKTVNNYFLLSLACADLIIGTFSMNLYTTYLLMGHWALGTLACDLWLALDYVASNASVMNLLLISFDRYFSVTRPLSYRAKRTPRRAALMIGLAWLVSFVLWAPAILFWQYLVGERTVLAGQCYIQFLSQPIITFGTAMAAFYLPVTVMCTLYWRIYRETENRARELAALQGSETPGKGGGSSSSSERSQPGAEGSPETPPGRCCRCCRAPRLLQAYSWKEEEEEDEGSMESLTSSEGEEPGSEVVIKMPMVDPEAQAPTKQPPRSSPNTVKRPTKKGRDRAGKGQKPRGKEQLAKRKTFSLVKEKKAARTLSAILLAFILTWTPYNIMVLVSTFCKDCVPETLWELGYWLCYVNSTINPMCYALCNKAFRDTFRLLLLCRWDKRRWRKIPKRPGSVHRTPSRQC
V1R ag counter = activates human V1a receptor in oxytocin agonist counter-screen. activation, % at 3 µM. AID 2797. actives 0.25% (n = 320,000). P37288. CHO-V1R cells, Fluo-8 calcium fluorescence, agonist mode; 0% DMSO, 100% 3 nM vasopressin;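 active = activation above the mean activation of all tested compounds plus 3 SD, per screening run, cut at about 20% in these data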;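 also: signal is peak over basal fluorescence ratio across a 100 second FLIPR read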
CHO-K1 Ca PAM = nonselective activator or artifact in parental CHO-K1 calcium assay; ATP EC20, Fluo-8 calcium fluorescence; 0% at ATP EC20, 100% at ATP max; actives 0.02% (n = 360,000); activation, % at 3 µM; AID 602247;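 active = activation above the run cutoff, the mean activation of all test compounds plus 3 SD, cut at about 40% in these data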;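 also: peak over basal fluorescence ratio in a 140 s read after ATP addition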
OXTR potentiator = human OXTR potentiation; P30559; CHO-OTR cells, Fluo-8 calcium fluorescence, potentiator mode; 0% = oxytocin EC15, 100% = EC100; activation, % at 3 µM; actives 0.061% (n = 320,000);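 active = activation above that plate's cutoff, the mean activation of tested compounds plus 3 SD, cut at about 6.6% in these data, passing the limit was not always enough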;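 also: 100% uses oxytocin at 75 nM as the full agonist control; some results filed as inactive read as strong as hits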
Target sequence (P30559 whole entry, looked up): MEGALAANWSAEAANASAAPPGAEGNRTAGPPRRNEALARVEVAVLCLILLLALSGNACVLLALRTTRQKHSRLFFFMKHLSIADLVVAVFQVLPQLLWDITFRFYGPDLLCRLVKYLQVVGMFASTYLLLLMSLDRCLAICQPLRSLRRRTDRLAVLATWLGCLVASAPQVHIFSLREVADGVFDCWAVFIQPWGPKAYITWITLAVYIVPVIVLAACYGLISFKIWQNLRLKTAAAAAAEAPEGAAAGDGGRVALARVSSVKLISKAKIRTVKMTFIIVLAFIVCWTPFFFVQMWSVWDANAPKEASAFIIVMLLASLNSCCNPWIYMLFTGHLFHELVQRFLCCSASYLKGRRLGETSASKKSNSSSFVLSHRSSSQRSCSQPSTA
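Assay system: CHO cell line stably expressing human OTR | Also added: Oxytocin at about EC15, sub-maximal agonist stimulus | Times: Compound 6 min at room temperature before oxytocin, 100 s read | Measured by: Fluo-8 intracellular calcium fluorescence, ex 470-495, em 515-575 nm | Controls: EC15 oxytocin alone as 0%, 75 nM oxytocin as 100%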
CHO-K1 Ca ag = counter-screen for M1 agonists: effect in parental CHO-K1 cells. activation, % at 3 µM. actives 0.48% (n = 360,000). Fluo-8 calcium fluorescence; scaled to maximal ATP response, vehicle zero; in the data active = activation above about 15%;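 also: untransfected CHO-K1 host cells lacking M1 receptor as counterscreen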
CHO parental Ca = signal in parental CHO cells, OX1R antagonist counter-screen; actives 0.63% (n = 330,000); inhibition, % at 5.6 µM; parental CHO-K1, ATP-induced calcium, Fluo-8 fluorescence;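 active = inhibition above that plate's mean sample inhibition plus 3 SD, cut at about 26% in these data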;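 also: 0% = ATP-challenged DMSO wells and 100% = DMSO wells without ATP; some compounds past the cut are filed as inactive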
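Measured by: calcium-sensitive Fluo-8 fluorescence / Test system: CHO parental line / Controls: ATP-challenged DMSO wells low, unchallenged DMSO wells high / Measure: % inhibition / Compound: single nominal dose of 5.6 µM per compound / Replicates: single well per compound, no replicates / Reagent: ATP as calcium-mobilizing challenge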
CHO-K1 Ca antag = nonselective inhibitor or artifact in parental CHO-K1 cells. ATP-induced calcium, Fluo-8 fluorescence. inhibition, % at 3 µM. actives 0.6% (n = 360,000). AID 602250;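 active = inhibition above a per-plate cutoff, the plate's mean sample inhibition plus 3 SD, cut at about 24% in these data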;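 also: 0% = DMSO plus EC80 ATP and 100% = DMSO alone without ATP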
* = called active by the depositor; / = not tested or not shown. This is a subset; rates above refer to the full screens.

Results follow in this order: TAAR1 ag	TAAR1 antagonist	M1 ag	V1R ag counter	CHO-K1 Ca PAM	OXTR potentiator	CHO-K1 Ca ag	CHO parental Ca	CHO-K1 Ca antag
#1 Cc1cnc(-n2c(=S)[nH]c3ccccc3c2=O)s1
  3.0	4.0	-4.5	1.4	6.1	0.9	0.2	-14.6	-13.1
#2 COC(=O)C(O)(c1c(C)[nH]n(-c2ccccc2)c1=O)C(F)(F)F (stereo not drawn)
  0.8	-22.4	-0.7	0.7	3.9	-3.5	0.4	3.3	0.5
#3 CCC(=NCCCO)c1c(O)n(-c2ccc(OC)cc2)c(=O)[nH]c1=O
  -0.4	3.5	-2.7	1.6	21.0	-8.7	0.1	-3.1	-7.8
#4 C=CCn1c(O)c(C(C)=NCCC2=CCCCC2)c(=O)[nH]c1=O
  9.6	11.0	-6.1	-1.6	13.0	2.3	0.5	-8.5	2.1
#5 O=[N+]([O-])c1cc([As](=O)(O)c2ccc(O)c([N+](=O)[O-])c2)ccc1O
  1.8	-3.2	-0.1	0.6	-2.2	-1.7	0.2	-8.8	-8.4
#6 CN1CCCN(C(=O)COc2ccc(F)cc2F)CC1
  1.2	-6.4	-5.0	-0.1	3.8	-3.6	4.9	-2.6	-5.0
#7 COC(=O)C1=C(c2ccccc2OCc2ccccc2)C[C@@H]2CC[C@H]1N2C(=O)NCc1ccc([N+](=O)[O-])cc1
  3.0	31.1	-7.3	0.5	2.0	-4.7	-0.4	-18.3	-8.9
#8 OC1/C(=C/c2ccccc2C(F)(F)F)N2CCC1CC2 (stereo not drawn)
  4.5	12.5	-11.5	0.6	14.9	-2.6	1.1	2.5	-16.1
#9 CNC(=O)OCc1n(C)cc[n+]1C
  3.1	-5.0	-9.5	1.2	25.4	2.1	0.0	-3.1	2.0
#10 O=c1c2ccccc2nc(-c2ccc(Cl)cc2Cl)n1-c1ccncc1
  7.4	0.0	-6.7	0.1	-5.5	-2.6	-0.1	-28.4	-1.7
#11 COC(=O)C1=C(c2ccc(-c3ccccc3)c(F)c2)C[C@@H]2CC[C@H]1N2C(=O)NCCNC(C)=O
  4.8	-3.1	-10.3	0.0	19.6	-3.3	0.7	-6.2	-10.7
#12 O=C1N[C@H](Cc2ccccc2)C(=O)N2[C@@H]3[C@H](C[C@@H]12)c1ccccc1N3OOSc1ccccc1
  0.8	2.8	5.0	1.2	-14.2	-22.4	0.2	-20.1	7.8
#13 Cc1ccc(-n2c(O)c(/C=N/c3ncc(Br)cc3Br)c(=O)[nH]c2=O)cc1
  -1.1	-15.4	-2.5	-0.1	-5.3	-1.7	4.1	-23.2	-3.7
#14 Cc1ccc2c(c1)CCCN2N=O
  -3.3	2.3	-2.0	0.7	24.6	2.0	0.6	-7.0	-10.8
#15 COc1cc2nc(CN3CC=C(c4ccccc4)CC3)[nH]c(=O)c2cc1OC
  0.6	-4.1	-5.9	0.6	20.7	0.9	2.2	-16.9	-13.9
#16 COC(=O)C1=C(c2cc3ccccc3s2)C[C@@H]2CC[C@H]1N2C(=O)NCc1ccco1
  7.9	-0.8	-14.9	-0.7	-4.8	-6.4	-0.7	-14.9	0.9
#17 O=C(Nc1ccc(F)cc1)N1CC2CC(C1)c1cccc(=O)n1C2 (stereo not drawn)
  8.9	-7.0	-1.7	1.2	-1.7	-0.7	0.4	-15.9	5.5
#18 CN(C)c1cccc2c(C#N)ccc(N(C)C)c12
  1.0	9.3	-11.0	0.0	-5.0	-3.6	1.7	-6.3	8.0
#19 COc1cccc(C2CCN(CC(=O)Nc3cc(Cl)ccc3OC)CC2O)c1 (stereo not drawn)
  2.8	-3.8	-1.6	7.5	1.3	-18.0	1.2	-25.4	-18.4
#20 CC(=O)O[C@@H]1CC[C@]2(C)C3CC[C@@]4(C)C(C[C@@H](O)[C@@H]4O)C3[C@@H](OC(C)=O)C[C@H]2C1 (stereo partly drawn)
  0.8	-22.6	2.3	0.2	13.1	3.1	-0.4	-15.7	-1.3
#21 C=C(C)C1(CCCC)C(=O)NC(=S)NC1=O
  -0.6	-4.6	-4.9	/	3.9	/	0.9	/	-13.8
#22 Cc1ccsc1C(=O)C1CCCN(Cc2cnn(C)c2)C1 (stereo not drawn)
  7.4	5.6	-9.7	0.3	24.2	-5.1	1.0	-9.7	-3.9
#23 CN1Cc2cnnn2-c2ccccc2C1c1ccccc1 (stereo not drawn)
  1.1	19.8	-4.0	/	3.1	/	0.0	/	-4.2
#24 O=C1NC(=S)N(c2ccc(F)cc2)C(=O)/C1=C/c1ccccc1O
  0.1	-5.1	-1.8	0.8	7.2	-14.2	6.3	6.0	-1.3
#25 Clc1ccc(OCC#CCN2CCOCC2)cc1
  3.9	3.7	-4.6	-0.3	17.4	-0.4	0.6	3.3	-16.0
#26 Cc1cc(C)c(S(=O)(=O)NCC2CCC(C(=O)N3CCC4(CC3)OCCO4)CC2)c(C)c1 (stereo not drawn)
  1.9	4.4	-3.2	0.5	-8.2	-6.3	1.6	-14.8	-3.6
#27 CCNc1nc(Cl)nc(NC(C)C)n1
  4.6	-0.1	-4.7	0.7	22.5	-6.5	0.9	-1.7	-6.2
#28 CCCNC(=O)N1[C@H]2CC[C@@H]1C(C(=O)OC)=C(c1ccc(C(C)=O)cc1)C2
  1.4	-0.7	-2.3	0.2	10.5	-0.1	4.6	6.7	-0.6
#29 CCC1(CC)C(=O)C=CNC1=O
  2.4	-5.2	8.2	0.8	-6.1	-2.6	1.2	1.0	19.9
#30 O=C(CN1CCN(c2ccccc2F)CC1)Nc1cccnc1Cl
  6.4	1.3	-10.8	1.1	20.6	-14.2	1.3	-4.3	-11.7
#31 O=c1c2ccccc2nc(-c2ccccc2Cl)n1-c1ccc(O)cc1
  4.9	-6.1	-5.0	2.3	18.0	-4.6	2.0	-16.9	-14.2
#32 CCCOC(=O)c1c(N)n(Cc2cccs2)c2nc3ccccc3nc12
  13.4	22.0	-4.7	0.6	12.6	-12.3	1.5	16.4	2.0
#33 COc1ccc(CN2CCCC(C(=O)c3ccccc3SC)C2)cc1O (stereo not drawn)
  11.5	1.3	-5.5	0.2	17.4	-7.1	0.8	13.5	-15.2
#34 COc1cc(OC)c2c(c1)O[C@@H](c1ccc(OC)c(OC)c1)[C@H](O)C2
  -1.4	0.1	1.3	1.5	5.3	-19.6	0.6	-13.6	5.5
#35 CC(C)N(CC(O)c1cccc([N+](=O)[O-])c1)C(C)C (stereo not drawn)
  6.7	-3.1	-5.7	1.4	-9.0	-7.6	0.3	-12.2	-9.0
#36 Cc1cccc(C(=O)Nc2ccc3c(c2)CC2(C(=O)N(C)C(=O)N(C)C2=O)C2CCCN32)c1 (stereo not drawn)
  /	/	-2.1	0.0	15.8	-2.0	0.2	-24.9	-10.1
#37 COc1ccc2c3c([nH]c2c1)C(C)=NCC3
  1.4	-9.8	-4.9	1.1	12.8	-5.2	0.8	-8.7	-0.3
#38 NCC(O)c1ccc(O)cc1 (stereo not drawn)
  80.5*	-0.5	-1.0	0.4	7.2	-16.1	0.3	-1.3	-3.8
#39 COC(=O)C1=C(c2ccc(OC(F)(F)F)cc2)C[C@@H]2CC[C@H]1N2C(=O)NC1Cc2ccccc2C1
  2.8	13.8	-4.5	-0.1	9.9	3.2	-0.2	-24.4	-9.6
#40 Cn1c(=O)cc(OCC(=O)N2CCC3(CC2)OCCO3)c2ccccc21
  1.3	2.8	-3.2	-0.9	11.7	-2.9	-0.1	8.3	-7.7
#41 CC(=O)Nc1cccc([As](=O)(c2cccc(NC(C)=O)c2)c2cccc(NC(C)=O)c2)c1
  1.9	-9.1	-0.5	0.3	0.8	-4.0	-0.5	2.2	-11.7
#42 COC(=O)C1=C(c2ccc(F)cc2OCc2ccccc2)C[C@@H]2CC[C@H]1N2C(=O)NCc1ccccc1C(F)(F)F
  4.0	11.3	-8.7	1.6	-9.1	-9.9	-0.1	-25.9	-7.1
#43 CCOP(=O)(Oc1ccccc1)c1c([N+](=O)[O-])cc(C(F)(F)F)cc1[N+](=O)[O-] (stereo not drawn)
  -0.8	-6.6	-1.9	-0.5	-0.4	-11.9	0.5	-6.4	-11.5
#44 O=C(O)C1CC2(Cl)C(Cl)=C(Cl)C1(Cl)C2(Cl)Cl (stereo not drawn)
  -0.1	-8.1	-3.2	/	4.5	/	0.0	/	-4.0
#45 CCNc1cc(N2CCN(C)CC2)ccc1[N+](=O)[O-]
  3.9	-15.9	-7.7	0.0	12.8	-2.2	1.4	-12.2	-11.0
#46 COc1ccc(-c2nc3ccccc3c(=O)n2-c2nccs2)cc1
  3.0	2.2	-3.8	-0.6	22.5	-5.8	2.8	-15.9	-2.3

Complete entries, quoted from the list:
Cc1ccc(-n2c(O)c(/C=N/c3ncc(Br)cc3Br)c(=O)[nH]c2=O)cc1 is listed as TAAR1 ag = -1.1; TAAR1 antagonist = -15.4; M1 ag = -2.5; V1R ag counter = -0.1; CHO-K1 Ca PAM = -5.3; OXTR potentiator = -1.7; CHO-K1 Ca ag = 4.1; CHO parental Ca = -23.2; CHO-K1 Ca antag = -3.7
O=C(O)C1CC2(Cl)C(Cl)=C(Cl)C1(Cl)C2(Cl)Cl (stereo not drawn) is listed as TAAR1 ag = -0.1; TAAR1 antagonist = -8.1; M1 ag = -3.2; V1R ag counter = /; CHO-K1 Ca PAM = 4.5; OXTR potentiator = /; CHO-K1 Ca ag = 0.0; CHO parental Ca = /; CHO-K1 Ca antag = -4.0

From PubChem
